PRMT1 inh: PRMT1 (human) inhibition, primary screen; inhibition, % at 2.79 µM; Q99873; 370,000 tested, 1.3% active; recombinant PRMT1, activity-based probe fluorescence polarization;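 active means inhibition above about 21% made by adding two undisclosed values, limit read from the data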
MBD2 inh: MBD2-methylated oligo binding inhibition | Q9UBB5 | TR-FRET, MBD2 binding to methylated oligonucleotide | inhibition, % at 4.4 µM | 370,000 tested, 0.31% active; in the data active means inhibition above about 13%
HTRA1 inhibitor: inhibitors of human serine peptidase HTRA1 | recombinant HTRA1, FP-rhodamine activity-based probe, fluorescence polarization | Q92743 | AID 504803 | inhibition, % at 5.96 µM | 340,000 tested, 0.5% active; in the data active means inhibition above about 36%;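 further: 0% = enzyme with DMSO and 100% = wells lacking enzyme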
LEDGF integ inh: blocks HIV-1 LEDGF/p75-dependent DNA integration | TR-FRET IN-LEDGF/p75 DNA integration, Eu/Cy5 | inhibition, % at 3.7 µM | 370,000 tested, 0.64% active | AID 743269;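 active means inhibition above the screen-wide mean plus 3 SD, cut at about 13% in these data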;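 further: signal is the Cy5 over europium emission ratio at 671 and 618 nm; 0% = plate median of compound wells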
GC-B act: GC-B (human) receptor activation. P20594. HEK293-GC-B cells, CNP EC30, cGMP TR-FRET; 0% at EC30 CNP, 100% saturating CNP. activation, % at 10 µM. 370,000 tested, 0.11% active;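 active means activation at 10 µM reaching about 35% in either raw or pattern-adjusted values, limit read from the data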
Target sequence (P20594 whole entry, looked up): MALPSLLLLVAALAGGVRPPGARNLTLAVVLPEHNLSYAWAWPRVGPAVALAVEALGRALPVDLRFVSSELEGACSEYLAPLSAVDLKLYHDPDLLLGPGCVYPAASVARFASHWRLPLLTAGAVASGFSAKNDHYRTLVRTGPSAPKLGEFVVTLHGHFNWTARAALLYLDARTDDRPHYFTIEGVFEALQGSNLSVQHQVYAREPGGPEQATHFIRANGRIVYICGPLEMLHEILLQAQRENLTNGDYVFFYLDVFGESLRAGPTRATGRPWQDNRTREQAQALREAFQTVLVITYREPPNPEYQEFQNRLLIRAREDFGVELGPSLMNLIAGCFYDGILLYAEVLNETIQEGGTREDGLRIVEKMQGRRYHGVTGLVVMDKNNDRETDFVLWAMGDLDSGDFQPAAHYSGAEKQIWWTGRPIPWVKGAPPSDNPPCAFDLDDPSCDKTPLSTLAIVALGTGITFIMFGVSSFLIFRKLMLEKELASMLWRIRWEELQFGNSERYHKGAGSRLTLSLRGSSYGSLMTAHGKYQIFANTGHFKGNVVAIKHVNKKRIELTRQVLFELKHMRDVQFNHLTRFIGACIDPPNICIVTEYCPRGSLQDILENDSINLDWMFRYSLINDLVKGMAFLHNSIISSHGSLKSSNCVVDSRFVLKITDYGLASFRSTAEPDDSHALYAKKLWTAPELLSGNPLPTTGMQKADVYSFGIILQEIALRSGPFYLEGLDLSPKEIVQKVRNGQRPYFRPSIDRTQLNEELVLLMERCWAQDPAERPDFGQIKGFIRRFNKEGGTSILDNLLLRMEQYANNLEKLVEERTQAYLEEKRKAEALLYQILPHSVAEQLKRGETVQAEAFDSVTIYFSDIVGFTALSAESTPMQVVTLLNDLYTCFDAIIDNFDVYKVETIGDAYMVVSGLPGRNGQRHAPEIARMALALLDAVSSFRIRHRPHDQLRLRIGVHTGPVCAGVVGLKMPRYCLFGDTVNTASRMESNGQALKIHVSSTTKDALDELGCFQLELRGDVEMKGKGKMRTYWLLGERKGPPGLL
rCAG RNA binder: molecules binding r(CAG) RNA repeats. r(CAG) RNA repeat, TO-PRO-1 dye displacement fluorescence. inhibition, % at 3 µM. 370,000 tested, 1.3% active. AID 651821;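 active means inhibition above the plate cutoff, the mean of all test compounds on that plate plus 3 SD, cut at about 35% in these data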;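 further: 0% = DMSO alone and 100% = 100 µM mitoxantrone as full dye displacement; higher means more dye released from RNA so lower well fluorescence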
TDP2 absorb: TDP2 (human) inhibition, absorbance primary screen. recombinant TDP2, T5PNP hydrolysis, p-nitrophenol absorbance 415 nm. 370,000 tested, 0.34% active. inhibition, % at 12.8 µM;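 active means inhibition above the mean of all tested compounds plus 3 SD, set per campaign, cut at about 25% in these data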;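 further: 0% = DMSO with enzyme and 100% = buffer with substrate but no TDP2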
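Assay system: recombinant human TDP2 / Reagent: T5PNP substrate at 5 mM, a TopII-DNA adduct mimic / Measured by: epi absorbance from released p-nitrophenol / Evaluation: % inhibition relative to enzyme-containing and enzyme-free wells / Control set: enzyme-free and DMSO wells / Replicates: each compound tested once, singlicate / Schedule: enzyme reaction with compound for 2 h at 37 °C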
mABHD4 FP: ABHD4 (mouse) inhibition, primary FP screen; 370,000 tested, 0.54% active; Q8VD66; inhibition, % at 8.92 µM; AID 720543; purified mABHD4, FP-Rh probe fluorescence polarization;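 active means inhibition exceeding the mean over every tested compound plus 3 SD, cut at about 30% in these data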;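 further: 0% = plate median of compound wells and 100% = S159A mutant with DMSO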
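Assay system: Wild-type mouse ABHD4 protein | Medium: HEPES pH 7.0 buffer, 150 mM NaCl, 0.01% Pluronic F-127 | Incubation: Enzyme–compound pre-incubation 45 min, then probe 60 min, both 25 °C | Technique: Fluorescence polarization with parallel and perpendicular emission, 525/598 nm | Evaluation: % inhibition of FP-Rh probe binding versus controls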
TCR-CD3 inh: human TCR-CD3 binding inhibition; TAMRA-labeled TCR probe fluorescence, biochemical; inhibition, % at 9.4 µM; 360,000 tested, 0.37% active; in the data active means inhibition above about 19%;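 further: recombinant mutant TCR 2C K166C tagged with TAMRA read by polarization; 0% = receptor in buffer alone and 100% = receptor with positive control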
SIAE inh: human SIAE inhibition, primary screen; inhibition, % at 9.66 µM; SIAE FP-Rh probe binding, fluorescence polarization; 370,000 tested, 0.69% active; Q9HAT2;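 active means inhibition above a cutoff: mean of compounds within the control limits plus 3 SD of those, cut at about 17% in these data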;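 further: 0% = plate median of compound wells and 100% = probe without SIAE protein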
* marks the source's active call; other numbers are inactive results; x = no result given. The list is partial, so the mix of outcomes need not match the whole.

SMILES | PRMT1 inh | MBD2 inh | HTRA1 inhibitor | LEDGF integ inh | GC-B act | rCAG RNA binder | TDP2 absorb | mABHD4 FP | TCR-CD3 inh | SIAE inh
O=C(Nc1cc(N2CCCCC2)ncn1)c1ccccc1 | 3 | -2 | -8 | 0 | 1 | -2 | 4 | 1 | 2 | -9
O=CNc1cc(-c2ccoc2)cn2c(-c3ccc(F)cc3)cnc12 | 19 | 1 | x | 14* | -8 | 25 | 3 | 24 | 0 | 5
COc1ccc(N2CC(C(=O)NCCc3ccc(OC)c(OC)c3)CC2=O)cc1 (stereo not given) | -5 | -2 | 2 | -2 | 4 | -2 | 8 | -6 | 7 | 4
Cc1ccc2nsnc2c1S(=O)(=O)N(Cc1cc2cccc(C)c2[nH]c1=O)CC1CCCO1 (stereo not given) | 2 | -1 | -2 | 3 | 5 | -1 | -3 | 1 | -1 | -7
CCn1c(C)c(C)c2cc(C(=O)N3CCN(c4cccc(C)c4C)CC3)ccc21 | 2 | -3 | -43 | -3 | 3 | 5 | -16 | -71 | -18 | -24
Cc1ccc(SC[C@H](c2ccccc2)N2CCN(C)CCC2=O)cc1 | 0 | 5 | 7 | 0 | 0 | -11 | -1 | 7 | 1 | 2
Cc1cc(Br)ccc1OCC(=O)NNC(=O)C(=O)Nc1ccccc1 | 0 | -6 | 0 | 1 | 2 | 11 | 18 | -2 | 4 | 6
CC(C)Cc1nnc(NC(=O)c2ccc(S(=O)(=O)N3CCCC3)cc2)s1 | -1 | -5 | 2 | -2 | -1 | -2 | -9 | -1 | -1 | -6
O=C(O)CCCCCNS(=O)(=O)c1cccc2c1C(=O)c1ccccc1C2=O | 0 | -5 | 8 | -2 | 0 | 5 | 5 | -4 | 2 | -4
COc1ccc(NC(C)=O)cc1S(=O)(=O)N1CCn2cccc2C1C (stereo not given) | 2 | -6 | 4 | 2 | -2 | 13 | 3 | 2 | 8 | -1
CCOc1cc(CNc2ccc(N3CCOCC3)cc2)cc(Br)c1OCC | 2 | -7 | 33 | 15* | -2 | 5 | 16 | 14 | 2 | 11
CCCCOc1ccc(OCCSc2nc3ccccc3n2CC(=O)O)cc1 | 1 | 0 | -5 | 1 | -2 | 29 | 3 | 4 | 3 | -1
S=c1[nH]nc(-c2ccco2)n1/N=C/c1ccc(Cl)c(Cl)c1 | 22* | -3 | -7 | -5 | -5 | 41* | 6 | -2 | -1 | 0
CC(=O)N[C@@H](C)C(=O)OC(C)C(=O)Nc1cccc([N+](=O)[O-])c1 (stereo not given in full) | -8 | -2 | 6 | 2 | -6 | -1 | -6 | 0 | 3 | 8
CCOC(=O)Cc1csc(NC(=O)c2ccc(S(=O)(=O)N3CCCC3)cc2)n1 | -4 | 1 | -2 | -4 | -12 | -2 | 8 | 1 | 2 | 0
CCn1c(-c2cc(Br)ccc2O)n[nH]c1=S | 1 | 3 | 2 | 4 | -1 | 1 | 2 | 0 | -1 | 3
O=S1(=O)N[C@H](Cc2ccccc2)COc2cc(N3CCN(Cc4ccccc4F)CC3)ccc21 | -6 | -6 | x | 1 | 2 | 5 | 5 | 1 | 4 | -1
NS(=O)(=O)c1ccc(CCNC(=O)Cc2c[nH]c3ccccc23)cc1 | -1 | -1 | -2 | -1 | 0 | 3 | 2 | 3 | -1 | 3
CC(C)(C)CC(C)(C)NCC(=O)Nc1c2c(nc3ccccc13)CCC2 | 0 | 4 | 11 | -1 | 0 | -6 | 12 | 11 | -4 | -4
CC(=O)Nc1ccc(S(=O)(=O)N2CCn3cccc3C2C)cc1 (stereo not given) | 5 | 1 | -4 | 0 | 5 | 7 | 3 | 7 | 2 | 4
CSC(=NCc1ccco1)NC#N | 4 | 2 | 3 | -3 | -5 | -2 | 3 | 4 | -5 | 1
COc1ccc(Br)cc1/C=C/C(=O)c1ccc(NC(C)=O)cc1 | -5 | -2 | -29 | 3 | -7 | 10 | 13 | -20 | -3 | -32
Cc1cc(=O)n(C)c2ccc(S(=O)(=O)N3CCOCC3)cc12 | -2 | 1 | 1 | 0 | 4 | 0 | 21 | -3 | 4 | 10
O=C1NC2(CCCCCC2)C(=O)N1Cc1ccccc1Cl | 2 | 6 | -1 | 28* | 3 | -4 | 1 | 3 | -2 | -9
COC(=O)c1c(NC(=O)CN2CCN(c3ncccn3)CC2)sc(C(N)=O)c1C | 5 | -2 | -4 | -7 | 8 | 4 | -2 | 7 | -5 | -1
COc1ccccc1N1CCN(C(=O)c2cc(=O)c3ccc(C)cc3o2)CC1 | 10 | 2 | -4 | 4 | -2 | -5 | -10 | -10 | -9 | -5
COC(=O)CC(NC(=O)CN1CCN(c2ccc(F)cc2)CC1)c1cccc(F)c1 (stereo not given) | 5 | 4 | 5 | -1 | 1 | -7 | -1 | 6 | -8 | 3
CCc1cc(S(=O)(=O)N2CCN(C(=O)c3ccco3)CC2)ccc1OC | -2 | 1 | -1 | -2 | 4 | -4 | -2 | -2 | 6 | -6
O=C(CN1C(=O)NC(c2ccccc2)(c2ccccc2)C1=O)NC1CCCC1 | -1 | 0 | -7 | 1 | 1 | 2 | -2 | 3 | 1 | -7
c1ccc(CNc2ncnc3c2oc2ccccc23)nc1 | 1 | 4 | 11 | -1 | 3 | -3 | -13 | 0 | -5 | -4
COc1ccc2[nH]c3c(c2c1)CCN[C@]31C(=O)N(C)c2ccccc21 | 0 | 1 | x | 0 | 1 | 2 | -5 | 3 | x | -2
CC(C)c1ccc(NC(=S)NC2CCCCCC2)cc1 | 6 | 1 | -12 | -2 | 5 | -4 | -12 | -10 | -1 | -1
O=c1[nH]c(C2C3CC4CC(C3)CC2C4)nc2ccccc12 (stereo not given) | -1 | -4 | 7 | -1 | 2 | -3 | -1 | 1 | 6 | 6
C=C(C)COc1ccc(-c2nc(N)nc(C)c2-c2ccc(OC)cc2)c(O)c1 | 4 | -6 | 3 | 2 | 1 | 1 | -4 | 1 | 6 | 6
O=C(Nc1ccc(-c2nnc(-c3ccccc3)o2)cc1)C(F)(F)F | -1 | 2 | 1 | 1 | -16 | 0 | 3 | 6 | 1 | -6
CCCCN(C(=O)c1ccc(S(=O)(=O)N(C)c2ccccc2)cc1)c1c(N)n(CCC)c(=O)[nH]c1=O | -2 | -2 | 2 | -2 | -1 | 4 | 4 | 4 | -2 | -1
COc1cccc2cc(C(=O)n3ccc(C)n3)c(=O)oc12 | 0 | -2 | -1 | 4 | -5 | -3 | -5 | 6 | 1 | 1
CC(=O)N[C@@H](Cc1c[nH]c2ccccc12)C(=O)NCCc1ccc(S(N)(=O)=O)cc1 | 0 | -5 | 0 | -3 | 4 | 3 | -7 | 6 | 0 | -2
COc1ccc(C(CNC(=O)c2ccc(N3CCCC3=O)cc2)N2CCCC2)cc1 (stereo not given) | 2 | 1 | 1 | -3 | -1 | 2 | 4 | 1 | -5 | 0
CCOc1ccc2c(c1)c1nc3ccccc3nc1n2C | 16 | -1 | -15 | 7 | -2 | 4 | -14 | -3 | 6 | 0

One compound at a time (already shown).
COc1cccc2cc(C(=O)n3ccc(C)n3)c(=O)oc12 reads PRMT1 inh = 0; MBD2 inh = -2; HTRA1 inhibitor = -1; LEDGF integ inh = 4; GC-B act = -5; rCAG RNA binder = -3; TDP2 absorb = -5; mABHD4 FP = 6; TCR-CD3 inh = 1; SIAE inh = 1
COc1ccc(C(CNC(=O)c2ccc(N3CCCC3=O)cc2)N2CCCC2)cc1 (stereo not given) reads PRMT1 inh = 2; MBD2 inh = 1; HTRA1 inhibitor = 1; LEDGF integ inh = -3; GC-B act = -1; rCAG RNA binder = 2; TDP2 absorb = 4; mABHD4 FP = 1; TCR-CD3 inh = -5; SIAE inh = 0

The list continues:
SMILES | PRMT1 inh | MBD2 inh | HTRA1 inhibitor | LEDGF integ inh | GC-B act | rCAG RNA binder | TDP2 absorb | mABHD4 FP | TCR-CD3 inh | SIAE inh
Cc1ccc(NC(=O)COC(=O)CCc2c[nH]c3ccccc23)cc1 | 0 | 4 | 7 | -2 | -1 | 0 | 10 | 3 | 7 | 10
S=c1[nH]c(-c2ccc(Cl)cc2)cs1 | 31* | 1 | -14 | -3 | 0 | 6 | 8 | 0 | -3 | 6
CC(C)COC(=O)C1C2C=CC3(CN(C4CCCC4)C(=O)C13)O2 (stereo not given) | 1 | -2 | 5 | -1 | 1 | 1 | -1 | -4 | -6 | 4
Nc1ccc(-c2nc3ccc(N)cc3o2)cc1 | -3 | 0 | -1 | -2 | x | 4 | 2 | 3 | -2 | 4
CS(=O)(=O)c1ccc(NCC2CCCO2)c([N+](=O)[O-])c1 (stereo not given) | -6 | -4 | -5 | 4 | 6 | 1 | 10 | 4 | 3 | 13
COc1ccc(CCN(Cc2ccccn2)C(=S)Nc2ccccc2C)cc1OC | -3 | 1 | 2 | 6 | -5 | 1 | -5 | 0 | 0 | -2
CC(C)CN1CCN(Cc2cnc(N3CCOCC3)s2)CC1CCO (stereo not given) | 3 | 2 | -2 | 0 | 1 | -2 | 13 | 6 | 1 | 4
CCN1CCCC1CNC(=O)c1cc2c(OC)c(OC)c(OC)cc2[nH]1 (stereo not given) | 2 | 2 | 1 | -2 | 3 | -3 | -3 | 0 | -12 | 1
Cc1[nH]n(-c2cccc3ccccc23)c(=O)c1/C=N/NC(=O)c1cccc([N+](=O)[O-])c1 | -1 | -4 | 3 | 0 | 1 | 16 | -10 | 20 | 9 | 3
Cc1ccc(N2CC(C(=O)OCC(=O)Nc3ccc(F)cc3F)CC2=O)cc1 (stereo not given) | -3 | 1 | 1 | 1 | -7 | -1 | -1 | 0 | 9 | -2
COc1ccc(/C=N/NC(=O)CCCCCNC(=O)c2ccccc2)cc1 | 0 | -1 | 4 | -2 | -3 | -4 | 4 | -1 | 0 | -2
O=C(COc1cc2oc(=O)c3c(c2cc1Cl)CCC3)Nc1ccc(CN2CCOCC2)cc1 | -1 | 0 | 5 | 0 | -7 | 1 | -6 | 6 | 6 | -4
C=CCNC(=S)NNC(=O)c1ccc(OCC)cc1 | -3 | -1 | 8 | 0 | 5 | -3 | -9 | 4 | 1 | -2
Cc1cc(NC(=O)CSc2c[nH]c3ccccc23)no1 | 4 | -3 | 1 | 0 | 3 | 1 | -20 | -6 | 0 | -7
Cc1oc(CC(C)C)c(CN2CCCC2)c1C(=O)O | -1 | -1 | 2 | 3 | 5 | 1 | 1 | 9 | -5 | 5
C=CCN(CC=C)C(=O)CCc1nnc(CCc2c[nH]c3ccccc23)o1 | 3 | 11 | -4 | -11 | -2 | -2 | -8 | -13 | -7 | -1
Cc1cccc(NC(=O)Cn2nnc(C(=O)NCc3cccs3)c2N)c1C | 0 | 4 | -4 | -1 | -3 | -2 | 5 | 4 | 10 | 3
CSCCC(NS(=O)(=O)/C=C/c1ccccc1)C(=O)NCCc1ccc(S(N)(=O)=O)cc1 (stereo not given) | 4 | -7 | -1 | 0 | -1 | 16 | 21 | 1 | 6 | -5
CN(C)c1cccc(NC(=O)C2(C)CC2(Cl)Cl)c1 (stereo not given) | 1 | -6 | 1 | -3 | 4 | 2 | -12 | 3 | 0 | 11
O=S(=O)(CS(=O)(=O)c1ccc(Br)cc1)c1ccc(Br)cc1 | 8 | 5 | x | -3 | 5 | 6 | 1 | 1 | -5 | -2
Cc1nn(CC(=O)Nc2ccc(Cl)cn2)c(C)c1Br | 1 | 6 | -1 | 1 | 5 | -2 | -10 | -1 | -6 | -4

Source: PubChem BioAssay
